# KB-3-1 cytotox = qHTS assay for MDR1-selective chemotherapeutics: Primary screen using the parental adenocarcinoma cell KB-3-1; AID 1347075, 2019; KB-3-1 viability, CellTiter-Glo ATP luminescence, 72 h; 1.4% of 400,000 active; Potency, µM (doses to about 46.1 µM), for inactives: top-dose activity change, negative = cytotoxic, hits mostly cytotoxic; note: potency is the fitted concentration of half-maximal effect; % is set by controls: 0 for no effect and ±100 for the full control effect; nearly all actives have a fitted effect of over 60% in size
#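 Here the drug-naive KB-3-1 line serves as comparator for MDR sub-line selectivity; cells received compound titrations, 72 h at 37 °C, then CellTiter-Glo readout.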
# IL1B secr inh = qHTS for Inhibitors of Inflammasome Signaling: IL-1-beta AlphaLISA Primary Screen. THP-1 LPS/ATP IL-1B secretion, AlphaLISA, 16 h; active compounds read low. activity change, % at 57.5 µM. 4.7% of 360,000 active. AID 743279, 2014; in the data active = activity change below about -50%; inconclusive = mostly about -30% to -49%; note: % is set by controls: 0 for no effect and ±100 for the full control effect
#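 Secreted IL-1B measured by AlphaLISA bead assay after 16 h compound exposure of THP-1 cells; compounds (final up to 57.5 uM) added 1 h before LPS (250 ng/mL) and ATP (1.25 mM) stimulation; lower signal means less secretion.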
# SW480 rerep = A quantitative high throughput screen for small molecules that induce DNA re-replication in SW480 colon adenocarcinoma cells; Potency, µM (titrated, usually from 46.1 µM), for inactives: at the highest dose re-replication activation, most hits filed as activators; 1.8% of 340,000 active; SW480 DNA re-replication, Hoechst DNA content imaging, 48 h; AID 624297, 2012; note: potency is the fitted concentration of half-maximal effect; % of control where 0% means no effect; nearly all actives have a fitted effect of over 55% in size
#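 Cells (250 per well) received 23 nL compound or DMSO by pin tool and were kept 48 hr at 37 C, 5% CO2. Nuclei were then stained with Hoechst for 40 min and scanned for DNA content.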
# KB-V1 cytotox = qHTS assay for MDR1-selective chemotherapeutics: Primary screen using the drug-selected MDR subline cells KB-V1 | KB-V1 MDR cells viability, CellTiter-Glo, 72 h | Potency, µM (series often up to 46.1 µM), for inactives: at the highest dose activity change, negative = cytotoxicity, hits mostly cytotoxic | 3.4% of 400,000 active | AID 1347076, 2019; note: potency is the fitted concentration of half-maximal effect; % is set by controls: 0 for no effect and ±100 for the full control effect; nearly all actives have a fitted effect of over 60% in size
#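 Cytotoxicity toward P-gp-expressing KB-V1 cells was determined as loss of CellTiter-Glo luminescence after 72 h at 37 degrees C. Compounds were tested in quantitative HTS format across a concentration range, with curves fitted to normalized data.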
# MCF10A rereplic = A quantitative high throughput screen for small molecules that induce DNA re-replication in MCF 10a normal breast cells. Potency, µM (doses to about 46.1 µM), inactives show top-dose activity, positive = re-replication, actives largely listed as activators. MCF 10A DNA re-replication, Hoechst nuclear intensity, 48 h. AID 624296, 2012. 2.9% of 350,000 active; note: potency is the fitted concentration of half-maximal effect; % of control where 0% means no effect; nearly all actives have a fitted effect of over 50% in size
# HT1080 IDH1KD tx = qHTS for induction of synthetic lethality in tumor cells producing 2HG: qHTS for the HT-1080-IDH1KD cell line | 2% of 360,000 active | HT-1080 IDH1 knockdown viability, ATP luminescence, 48 h | Potency, µM (highest dose often 46.1 µM), for inactives: at the highest dose activity, negative = toxicity, hits mostly cytotoxic;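 note: potency is the fitted concentration of half-maximal effect; 0% = DMSO wells and -100% = cell-free medium wells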
#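 % activity derives from luminescence (CellTiter-Glo), normalised to DMSO and no-cell wells. HT-1080-IDH1KD cells, 750/well, had 48 h compound exposure at 37 °C.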
# ATXN2 expr inh = Primary qHTS for Inhibitors of ATXN expression. HEK-293 ATXN2-luciferase reporter, luminescence, 24 h. 0.72% of 360,000 active. Potency, µM (highest dose often 57 µM), inactives show at the highest dose activity change, negative = inhibition, actives largely listed as inhibitors; note: potency is the fitted concentration of half-maximal effect; % is set by controls: 0 for no effect and ±100 for the full control effect; nearly all actives have a fitted effect of over 55% in size
#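 qHTS (up to 57 uM final) was run with 24 h compound exposure of reporter cells at 37 °C. Each well was multiplexed: SteadyGlo luminescence measured ATXN2-luciferase expression after a fluorogenic Gly-Phe-AFC viability readout (25 uM final).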
# HT1080NT lethal = qHTS for induction of synthetic lethality in tumor cells producing 2HG: qHTS for the HT-1080-NT fibrosarcoma cell line; Potency, µM (top dose mostly 46.1 µM), inactives show at the top dose activity, negative = less viability, usual class: cytotoxic; 1.6% of 360,000 active; HT-1080-NT fibrosarcoma viability, CellTiter-Glo ATP luminescence, 48 h;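 note: NT is the 2HG producing partner of a matched IDH1 knockdown line; potency is the fitted concentration of half-maximal effect; 0% = DMSO-treated cells and -100% = media-only wells without cells; nearly all actives have a fitted effect of over 55% in size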
#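 Toxicity toward the 2HG-producing NT line was scored as %Activity, normalised to DMSO and no-cell wells, from CellTiter-Glo luminescence after 48 hours' treatment.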
# WRN inhibitor = qHTS for Inhibitors of WRN Helicase; Bifunctional 3'-5' exonuclease/ATP-dependent helicase WRN (Homo sapiens), Q14191; WRN helicase unwinding, fluorescent forked duplex, kinetic; Potency, µM (titrated, usually from 114 µM), for the others: at the highest dose activity change, negative = inhibition, most hits filed as inhibitors; 0.46% of 360,000 active; note: potency is the fitted concentration of half-maximal effect; % is set by controls: 0 for no effect and ±100 for the full control effect; nearly all actives have a fitted effect of over 55% in size
# Target sequence (Q14191 whole entry, looked up): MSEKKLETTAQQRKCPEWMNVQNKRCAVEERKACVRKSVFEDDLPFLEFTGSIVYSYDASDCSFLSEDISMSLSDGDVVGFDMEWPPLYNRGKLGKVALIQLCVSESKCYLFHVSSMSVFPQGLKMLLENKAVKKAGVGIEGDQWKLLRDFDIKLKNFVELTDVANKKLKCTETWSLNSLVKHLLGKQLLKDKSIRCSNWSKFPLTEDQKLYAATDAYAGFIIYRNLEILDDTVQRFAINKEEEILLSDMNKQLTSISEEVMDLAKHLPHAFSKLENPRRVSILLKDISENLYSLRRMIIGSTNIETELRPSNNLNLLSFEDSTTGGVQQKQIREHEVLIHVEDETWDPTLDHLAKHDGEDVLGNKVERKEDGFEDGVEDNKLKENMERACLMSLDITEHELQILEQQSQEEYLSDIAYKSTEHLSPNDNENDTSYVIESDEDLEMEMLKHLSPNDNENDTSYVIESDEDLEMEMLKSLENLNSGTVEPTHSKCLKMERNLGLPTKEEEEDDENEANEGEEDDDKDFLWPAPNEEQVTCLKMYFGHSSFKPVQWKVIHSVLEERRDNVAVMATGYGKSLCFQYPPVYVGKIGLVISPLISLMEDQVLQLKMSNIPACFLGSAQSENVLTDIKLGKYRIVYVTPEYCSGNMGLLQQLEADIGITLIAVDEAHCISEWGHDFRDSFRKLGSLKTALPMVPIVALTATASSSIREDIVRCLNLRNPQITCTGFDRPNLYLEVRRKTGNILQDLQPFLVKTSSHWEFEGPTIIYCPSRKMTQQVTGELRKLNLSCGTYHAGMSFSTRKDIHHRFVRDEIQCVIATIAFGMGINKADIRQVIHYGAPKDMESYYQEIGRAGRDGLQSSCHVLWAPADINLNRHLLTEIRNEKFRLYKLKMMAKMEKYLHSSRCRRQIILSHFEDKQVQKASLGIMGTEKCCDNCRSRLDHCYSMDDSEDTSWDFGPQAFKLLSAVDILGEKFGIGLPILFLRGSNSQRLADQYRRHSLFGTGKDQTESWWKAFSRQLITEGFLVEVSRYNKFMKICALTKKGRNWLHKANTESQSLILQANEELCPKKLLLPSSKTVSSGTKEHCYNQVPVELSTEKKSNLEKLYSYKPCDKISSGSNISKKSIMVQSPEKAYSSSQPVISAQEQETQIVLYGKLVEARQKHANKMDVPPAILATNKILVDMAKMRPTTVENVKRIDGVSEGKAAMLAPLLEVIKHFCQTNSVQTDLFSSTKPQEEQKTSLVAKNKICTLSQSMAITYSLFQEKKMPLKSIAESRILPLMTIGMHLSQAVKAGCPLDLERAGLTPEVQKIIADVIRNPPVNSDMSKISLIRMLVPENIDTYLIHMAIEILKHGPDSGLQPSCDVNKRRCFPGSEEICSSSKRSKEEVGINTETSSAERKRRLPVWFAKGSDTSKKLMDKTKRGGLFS
#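 Fluorescence dequenching readout, ex 525 nm/em 598 nm, kinetic mode: forked duplex DNA (100 nM final) with adjacent fluorophore and quencher unwound by WRN (20 nM final) with 2 mM ATP. Compound preincubation 15 min, room temperature.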
# The depositor's hits bear a star; ? = inconclusive; · = no result given; [ ] = dose if it differs, or a comment. Unless noted, calls come from the whole dose curve; as a rule, active = well fitted curve in the direction sought with a large enough effect; inconclusive = small, poorly fitted or top-dose-only effect, or another doubt; inactive = no such curve, though single readings can be large; an effect the other way counts as inactive or inconclusive.
mol,WRN inhibitor,HT1080NT lethal,ATXN2 expr inh,IL1B secr inh,SW480 rerep,KB-V1 cytotox,MCF10A rereplic,KB-3-1 cytotox,HT1080 IDH1KD tx
COc1cc(C(=O)NCC2CCCO2)cc(Br)c1OCc1ccccc1 (centres undefined),-8%,9%[9.24 µM],-22%,-8,-16%,?,-2%,?,-3%
Fc1cccc(CN(C2=NCCN2)c2c(Cl)cccc2Cl)c1,6%,?,1%,-16,-6%,-1%,-2%,0%,-21%
COC(=O)c1cn(C(=O)OC)c2ccccc12,11%,13%,0%,15,2%,?,-3%,-1%,5%
CCCCN(CCCC)CCNC(=O)CN1C(=O)COc2ccc(S(=O)(=O)N3CCOCC3)cc21,3%,1%,-3%,-16,-5%,26%,3%,6%,-6%
CS(=O)(=O)N(CC(=O)NCCSCc1ccccc1)c1ccccc1Br,-1%,9%,-7%,0,-3%,-6%,3%,5%,7%
CCOc1ccc(/C=N/NC(=O)c2cc(-c3cccn3C)n[nH]2)cc1,-7%,-4%,-27%,-59*,-1%,?,13%,-4%,-4%
CCOC(=O)COc1c(OC)cc(Cl)cc1C1Nc2ccccc2C(=O)N1c1ccc(F)cc1 (centres undefined),-10%,2%,3%,-6,-6%,?,5%,8%,-6%
CCOC(=O)N1CCN(C(=O)C2CC(=O)N(c3ccc(C)cc3)C2)CC1 (centres undefined),4%,3%,-4%,-6,?,3%,-3%,-3%,0%
O=C(NC(=S)Nc1cc([N+](=O)[O-])ccc1Cl)c1ccccc1,-16%,-25%,-15%,3,-7%,-9%,2%,2%,-25%
CC(C)NC(=O)C(=O)NCCCOC(C)C,7%,20%,-14%,22,-3%,?,-5%,12%,19%
COc1cccc(C2CC(c3ccccc3)=NN2S(=O)(=O)c2ccc(C)cc2)c1OC (centres undefined),?,16%,?,-8,-4%,?,?,2%,-3%
CN(C)Cc1cccc([N+](=O)[O-])c1O,5%,8%,-2%,6,-2%,2%,0%,19%,5%
O=C(O)c1ccc(CNC(=O)c2ccc3c(c2)OCCO3)cc1,2%,-1%,-5%,-1,1%,-9%,4%,-6%,-3%
O=C(CCN1C(=O)c2ccccc2C1=O)Nn1cnnc1,-2%,-8%,3%,12,9%,11%,8%,1%,-3%
O=C(c1cccc(-n2cccc2)c1)N1CCN(S(=O)(=O)c2ccc(F)cc2)CC1,-16%,-2%,-5%,15,9%,?,0%,-6%,-8%
O=C(O)CCC(=O)NC1CCCCC1,-1%,19%,0%,-4,-4%,14%,3%,3%,7%
CC1Cc2cc(/C(O)=C3/C(=O)C(=O)N(Cc4cccnc4)C3c3cccc(O)c3)ccc2O1 (centres undefined),0%,20%,·,-2,2%,-1%,-1%,1%,11%
COc1ccc(CNC(=O)Cn2c(=O)oc3cc(S(=O)(=O)N4CCCC4)ccc32)cc1,-6%,-23%,2%,-6,1%,-3%,8%,-5%,-12%
COc1ccc(NC(C)=O)cc1C,-29%[57.1 µM],9%,-17%[11.3 µM],-3,-1%,6%,-2%,-6%,10%
CCOC(=O)Cc1nnc(NC(=O)COc2ccc(F)cc2)s1,-2%,4%,8%,2,-5%,?,0%,12%,-1%
O=C(Cc1cccs1)N/N=C/C=C/c1ccco1,?,-5%,25%,0,1%,14%,?,1%,-4%
CCc1ccc2[nH]c3nc(C)cc(C)c3c(=O)c2c1,-14%,12%,24%,0,8%,6.5µM*,?,2%,?
N#CCCSCc1ccc(OCC(=O)O)cc1,6%,25%,1%,7,-4%,5%,4%,11%,8%
COC(=O)/C(=C/c1cn(C(C)=O)c2ccccc12)[N+](=O)[O-],-5%,-21%,-6%,·,-7%,1%,1%,-3%,-2%
CCCn1c(=S)[nH]c2cc(C(=O)N3CCN(C4CCCCC4)CC3)ccc2c1=O,10%,10%,-7%,-1,-18%,-8%,2%,?,4%
Cc1cccc(C)c1NC(=O)COC(=O)c1cc(S(=O)(=O)Nc2ccc(Cl)cc2)ccc1O,-1%,-18%,-9%,0,-115%[inhibitor],16%,2%,-3%,-11%
CCCCCOCC1CC(C/C(C)=N/NC(N)=S)C(=O)O1 (centres undefined),7%,-3%,-22%,-11,?,-11%,?,1%,-7%
Cc1cccc(NS(=O)(=O)c2cccc(C(=O)N3CCCC3)c2)c1,-5%,-1%,-1%,-6,7%,5%,8%,-16%,0%
CCc1ccc(CNC(=O)CCC(=O)n2ncc3cc(C)ccc32)cc1,13%,9%,-34%,10,-9%,4%,1%,-9%,2%
COc1cc(/C=N/Nc2ccc(Cl)c(C(=O)O)c2)ccc1OC(=O)c1ccc(F)cc1,-13%[11.6 µM],7%,-23%,2,2%,1%,-2%,-2%,7%

# Reformatted with values under each structure: entries from further up
# Results follow in this order: WRN inhibitor	HT1080NT lethal	ATXN2 expr inh	IL1B secr inh	SW480 rerep	KB-V1 cytotox	MCF10A rereplic	KB-3-1 cytotox	HT1080 IDH1KD tx
- N#CCCSCc1ccc(OCC(=O)O)cc1
    6%	25%	1%	7	-4%	5%	4%	11%	8%
- CCc1ccc(CNC(=O)CCC(=O)n2ncc3cc(C)ccc32)cc1
    13%	9%	-34%	10	-9%	4%	1%	-9%	2%

# Other compounds
mol,WRN inhibitor,HT1080NT lethal,ATXN2 expr inh,IL1B secr inh,SW480 rerep,KB-V1 cytotox,MCF10A rereplic,KB-3-1 cytotox,HT1080 IDH1KD tx
CC/C(=N\NC(=O)c1ccc(CN(C)S(=O)(=O)c2ccc(C)cc2)cc1)c1ccc(OC(F)F)cc1,3%,-9%,-21%,-16,?,15µM*,-3%,?,-5%
O=C(CSc1nc2[nH]ncc2c(=O)[nH]1)Nc1ccccc1F,-4%,-3%,2%,2,-58%[inhibitor],0%,-2%,-15%,-8%
CC(C)(C)C(=O)NC(=S)Nc1sc2c(c1C#N)CCCCC2,10%,-20%,16%,-3,-2%,-26%,?,-1%,-24%
Cc1ccc(-n2cc(CN3CCN(C(=O)c4ncn[nH]4)CC3)c(-c3ccc(F)cc3)n2)cc1,-1%,26%,·,-59*,2%,?,4%,1%,-4%
O=C(CN1C(=O)c2ccccc2C1=O)OC(C(=O)c1ccc(Cl)cc1)c1ccccc1 (centres undefined),-2%,3%,1%,-5,-6%,-20%,5%,8%,-5%
COc1ccccc1CNC(=O)Nc1nc(C(N)CCc2ccccc2)cs1 (centres undefined),-3%,?,?,?,·,-2%,·,?,18µM*
Cc1nnc(SCC(=O)Nc2ccc(Br)cc2)n(N)c1=O,-19%,-5%,-4%,-10,0%,6%,10%,3%,-19%
Cc1onc(-c2ccccc2)c1C(=O)N1CCN(S(=O)(=O)c2ccc(OC(F)(F)F)cc2)CC1,4%,-1%,-7%,20,-20%,-5%,-25%,-5%,-10%
CC1CCCCC1NC(=O)CSc1nc2ccccc2c(=O)n1Cc1ccco1 (centres undefined),-3%,-3%,-26%,9,?,6%,8%,12%,10%
CC(=O)N(C)C(c1ccc(N(C)C)cc1)c1nnnn1-c1c(C)cccc1C (centres undefined),-33%[57.1 µM],-1%,2%,-20,-1%,-20%,-2%,0%,-7%
COc1ccc(-n2cnnc2SCC(=O)Nc2ccccc2F)cc1,0%,5%,-6%,-4,-12%,6%,-8%,12%,0%
Cc1nn(CC(=O)N/N=C/c2cccs2)c(C)c1[N+](=O)[O-],1%,8%,-3%,-24,-12%,14%,0%,-14%,3%
CCC(C(=O)Nc1ccccc1F)n1nc(C)c2c(C)n(-c3ccccc3)nc2c1=O (centres undefined),-4%,-9%,-23%,-22,29µM*,-1%,4%,0%,-14%
CC(c1nnc(SCC(=O)N2CCc3ccccc32)n1-c1ccc(Cl)cc1)N(C)C (centres undefined),4%,2%,-1%,-10,1%,-4%,?,-4%,-4%
CCN(Cc1ccccc1)C(=O)COc1ccccc1,-16%,3%,-10%,11,-54%[inhibitor],30%,7%,9%,4%
COc1ccc(Cl)cc1NC(=O)CN(C)CC(=O)Nc1cc(OC)c(OC)c(OC)c1,-6%,12µM*,8%,0,?,0%,?,4.6µM*,8.2µM*
COc1ccc(Cc2nc(-c3ccc(NC(=O)c4cccnc4)cc3)no2)cc1,-4%,?,-21%,?,-2%,-2%,?,-5%,?
O=C(COC(=O)c1ccc(S(=O)(=O)C(F)F)cc1)Nc1ccccc1C(=O)NC1CC1,3%,0%,·,1,-1%,?,10%,5%,18%
OC(c1nnc(-c2ccccc2)o1)c1cccs1 (centres undefined),1%,5%,22%,?,-5%,1%,0%,4%,8%
CC(=O)/C(=N\Nc1ccccc1Cl)Sc1nnc(-c2ccccc2)n1-c1ccccc1,-15%,-2%,-5%,-8,2%,-26%,12%,-11%,-14%
CC(=O)N1CCN(c2nc(-c3cccs3)nc3ccccc23)CC1,?,-15%,-23%,-86*,?,?,2%,27%,-19%
Cc1ccc(Nc2ncnc3c2oc2ccccc23)cc1,2%,-16%,68%[activator],5,4%,-14%,4%,-2%,-3%
Cc1ccccc1NC(=O)C1CCC(=O)N1 (centres undefined),9%,6%,4%,17,-3%,12%,0%,1%,-1%
CCn1c(=O)c(C(=O)NNS(=O)(=O)c2ccc(Cl)cc2)c(O)c2ccccc21,-3%,-1%,2%,-13,-8%,15µM*,?,1%,1%
COCCCNS(=O)(=O)c1cc2c3c(c1)C(C)C(=O)N3CCC2 (centres undefined),3%,6%,·,0,-4%,13%,-8%,4%,0%

# Bioassay records deposited in PubChem BioAssay by National Center for Advancing Translational Sciences (NCATS).
